High-throughput results from PubChem.
TIM10 inh: inhibits growth of TIM10 yeast strain; inhibition, % at 10 µM; AID 463195; S. cerevisiae TIM10 strain growth, BacTiter-Glo luminescence, 24 h; 330,000 compounds, 1.4% hits;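 active = inhibition of 40% or more at the single tested concentration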;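 also: wild-type TIM10 isogenic control strain grown at permissive 25 °C; 0% = DMSO yeast wells and 100% = minimal medium wells without yeast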
tim10-1 inh: tim10-1 yeast growth inhibition; AID 463190; S. cerevisiae tim10-1 ts strain growth, BacTiter-Glo, 24 h; 330,000 compounds, 2.2% hits; inhibition, % at 20 µM;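 active = inhibition of at least 40%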;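 also: mutant grown at 25 °C; 0% = DMSO wells with yeast and 100% = wells holding no yeast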
GRIN3A LBD mod: modulates the human NR3A ligand-binding domain. Tm shift relative to glycine control, % at 25 µM. NR3A LBD differential scanning fluorimetry, Tm shift; 0% = protein alone, 100% = glycine-bound protein. 340,000 compounds, 2.5% hits;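 active = melting temperature shift of at least 10% of the positive control shift, at one fixed dose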
APJ ag: activates the human apelin receptor APJ; activation, % at 20 µM; AID 2520; P35414; CHO-K1 APJ PathHunter beta-arrestin, luminescence; 0% DMSO wells, 100% apelin; 330,000 compounds, 0.11% hits;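 active = activation more than six SD over the plate average, tested at 20 µM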;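 also: 0% = DMSO alone and 100% = apelin-13 at 10 nM; some results filed as inactive read as strong as hits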
Target sequence (P35414 whole entry, looked up): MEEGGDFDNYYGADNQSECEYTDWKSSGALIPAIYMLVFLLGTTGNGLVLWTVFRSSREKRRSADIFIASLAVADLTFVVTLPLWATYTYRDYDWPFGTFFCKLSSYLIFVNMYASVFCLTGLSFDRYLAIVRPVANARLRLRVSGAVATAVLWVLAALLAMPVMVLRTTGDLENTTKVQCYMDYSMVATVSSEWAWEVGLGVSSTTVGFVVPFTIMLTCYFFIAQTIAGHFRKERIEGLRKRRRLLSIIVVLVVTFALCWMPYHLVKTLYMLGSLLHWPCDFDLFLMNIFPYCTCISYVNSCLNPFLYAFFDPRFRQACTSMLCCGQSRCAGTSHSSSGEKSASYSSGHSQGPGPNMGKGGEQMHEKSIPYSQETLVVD
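Incubation: overnight seeding, 90 min compound at 25 °C, 1 h detection; test system: PathHunter CHO-K1 APJ (AGTRL-1) beta-arrestin reporter cells; amount: 1000 cells/well; doses: one dose, 20 µM compound, 1% DMSO; measured by: beta-gal luminescence; measure: agonist-driven arrestin binding to APJ; benchmarks: negative DMSO alone, positive Apelin-13 at 10 nM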
NLRP3 yeast inh: blocks the NALP3 inflammasome reconstituted in yeast. AID 2825. inhibition, % at 10 µM. Yeast reconstituted NLRP3/ASC/caspase-1, beta-gal luminescence, 24 h. 330,000 compounds, 0.39% hits;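 active = inhibition of 50% or more; inactive = inhibition below 50%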;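 also: plate controls were induced DMSO wells for no effect and uninduced yeast grown without galactose for full effect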
tim23-1 inh: inhibits growth of tim23-1 mutant yeast; S. cerevisiae tim23-1 growth, BacTiter-Glo luminescence, 24 h; inhibition, % at 20 µM; 330,000 compounds, 1.3% hits; AID 463212;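 active = growth inhibition of the mutant yeast at or above 50%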;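 also: temperature-sensitive mutant grown at 25 °C; plate controls were DMSO-treated mutant yeast for no effect and medium wells lacking yeast for full effect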
beta cell repl: induces beta-cell replication in MIN6 cells; MIN6 cells proliferation, ATPlite luminescence, 48 h; cells starved in 0.2% serum; 100% = growth in 10% serum; proliferation, % at 10 µM; 330,000 compounds, 0.29% hits; AID 2380;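 active = compounds whose signal lies at least 3.5 SD above the mean of all wells on their plate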;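 also: 0% = DMSO-treated cells in low-serum medium and 100% = 10% serum control; some compounds called inactive have numbers as strong as hits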
MPTP block: inhibitors of mitochondrial permeability transition pore; inhibition, % at 10 µM; AID 602449; 360,000 compounds, 1.4% hits; isolated mouse mitochondria, Ca2+ swelling absorbance, 30 min;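 active = inhibition of 50% or more, scaled per plate between neutral and stimulator controls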;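 also: 0% = DMSO wells given calcium and 100% = 1 mM EGTA wells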
APJ antag: APJ receptor antagonism; CHO-K1 APJ beta-arrestin complementation, luminescence; AID 2521; 330,000 compounds, 0.32% hits; inhibition, % at 20 µM;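 active = inhibition above about 40% at 20 µM, limit read from the data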;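 also: cells challenged with 10 nM apelin-13 agonist together with compound; plate controls were apelin-13 plus DMSO wells for no effect and DMSO wells lacking apelin-13 for full effect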
* hit, by the source's call.

SMILES	TIM10 inh	tim10-1 inh	GRIN3A LBD mod	APJ ag	NLRP3 yeast inh	tim23-1 inh	beta cell repl	MPTP block	APJ antag
Cc1ccc(Oc2ccc(NC(=O)CCC(=O)OCC(=O)c3cccs3)cc2)cc1C	-9	-6	-1	-3	18	-16	-1	4.4	4
COc1cc(C=O)ccc1OCCSc1ccc(C)cc1	-24	17	2	2	18	21	-4	-0.9	14
Cc1ccc(OCCC(=O)OCC(=O)NCCc2ccccc2)cc1	10	40	1	-4	16	17	3	-1.5	3
CCc1cc(OCCCCNCc2ccccc2)ccc1Cl	-95	-74	-2	-2	22	27	-6	1.8	-18
O=C(CSc1nnc(NC2CCCCC2)s1)N1CCOCC1	7	-1	0	1	2	-4	-2	-1.9	15
COC(=O)c1ccccc1NC(=O)CSc1nc(C)cc(C)n1	8	14	-2	-4	3	6	-2	-1.1	10
O=C(NCCO)/C(=C/c1ccc2c(c1)OCO2)NC(=O)c1ccc(Br)cc1	4	-1	-1	-1	-7	6	2	0.2	12
CCCCC(=O)OCC(=O)c1[nH]c(C)c(C(=O)OCC)c1C	-3	12	-2	-4	6	17	3	-0.6	7
Cc1ccccc1S(=O)(=O)Cc1ccc(C(=O)N2CCN(c3ccccc3F)CC2)o1	5	37	0	0	4	25	1	-0.7	-5
O=c1c(S(=O)(=O)c2ccc(Cl)cc2)cn(Cc2cccc(F)c2)c2ccc(F)cc12	-11	-2	0	-3	-10	-12	-4	2.9	-4
Cc1ccc(C(=O)Nc2c(C(=O)NCc3ccco3)cnn2-c2ccccc2)cc1	10	22	0	2	0	33	-2	0.3	10
COCCN1C(=O)c2ccccc2C(C(=O)NCc2ccco2)C1c1c[nH]c2ccccc12 (stereo not drawn)	-2	-4	-10	3	2	3	-1	-0.9	17
CCN(Cc1ccc(C#CCCO)cc1)CC1CCCN(CCc2cccc(F)c2)C1 (stereo not drawn)	-11	-4	0	-4	32	-49	-5	2.0	3
Cc1cc(C)cc(NC(=O)c2sc3nc(C)cc(C)c3c2N)c1	-2	9	-3	-4	30	24	-2	1.1	24
CCCSc1ccc([C@@H]2[C@@H]3C(=O)N(C)C(=O)[C@@H]3[C@]3(C(=O)OC)CCCCN23)cc1OC	14	22	-4	0	7	28	-5	-1.7	-65
CCc1cc2c(=O)n(CC(=O)NCCc3ccc(OC)c(OC)c3)cnc2s1	-12	-16	-4	2	16	-2	1	-0.7	3
CN(C(=O)C1CCC(=O)N(CCc2ccc(Cl)cc2)C1)C1CCOCC1 (stereo not drawn)	-4	-10	0	4	15	-6	-1	0.4	10
S=C(N/N=C/c1ccc2ncccc2c1)Nc1cccnc1	10	-22	0	-1	15	-5	1	0.1	-10
COc1ccc(-n2nc3c(c2NC(=O)c2cc(Br)ccc2Cl)CS(=O)C3)cc1 (stereo not drawn)	0	13	1	-1	5	13	-3	-0.3	20
O=C(NCCCCCCNC(=O)N1CCCCCC1)N1CCCCCC1	-1	1	-1	0	-1	3	-2	-1.5	11
COc1ccc(CCNC(=O)CS(=O)Cc2nc(-c3ccccc3Cl)oc2C)cc1OC (stereo not drawn)	-2	4	2	1	10	0	-6	0.0	10
O=C(NCCCNc1ccc(C(F)(F)F)cc1[N+](=O)[O-])c1cc(F)c(F)cc1Cl	26	8	-27	-4	38	4	-4	1.2	14
Oc1ccc(N2CCN(C(=S)NCCc3ccccc3)CC2)cc1	36	-27	2	1	16	-57	-7	1.2	-38
CCOC(=O)c1sc(=S)n(-c2ccc(OC)cc2)c1C	20	33	-1	-2	17	39	-3	2.8	24
Cc1nc(SCC(O)CCl)c([N+](=O)[O-])[nH]1 (stereo not drawn)	-2	3	-1	-1	0	15	1	-1.0	13

Next part:
SMILES	TIM10 inh	tim10-1 inh	GRIN3A LBD mod	APJ ag	NLRP3 yeast inh	tim23-1 inh	beta cell repl	MPTP block	APJ antag
O=C(COC(=O)/C=C/c1ccc(F)cc1)NC1CCCC1	1	4	-1	-2	-8	6	2	-1.8	-10
Cc1ccc(C)c(NC(=S)N(Cc2ccco2)C(C)c2cccs2)c1 (stereo not drawn)	26	24	2	-4	-4	34	0	0.3	-1
CN(CC(=O)NCCc1ccc(S(N)(=O)=O)cc1)c1ccccc1	1	-3	-1	0	8	-6	1	0.1	-5
COc1ccccc1CNS(=O)(=O)c1c(C(=O)N2CCCCC2)c(C)n(C)c1C	-1	8	-1	-2	15	-8	3	-0.1	21
COc1ccccc1CNC(=O)CCNS(=O)(=O)c1cccc2nonc12	6	-3	5	2	16	-5	-1	-1.6	13
COc1cccc(CN(C)Cc2nc3cc(C(F)(F)F)ccc3c(=O)[nH]2)c1	12	-11	-2	-4	-7	16	6	1.8	6
COCCNC(=O)c1cccc(OC2CCN(Cc3ccccc3OCCO)CC2)c1	-10	-3	0	-3	15	-11	2	-0.4	-9
COc1ccccc1C(=O)Nc1c(C(=O)N(CCN(C)C)Cc2ccco2)oc2ccccc12	33	-5	2	-1	27	18	-8	6.8	4
c1ccc(-n2c(-c3cccs3)nc3nc4ccccc4nc32)cc1	17	20	-6	2	-17	10	0	1.6	21
Cc1ccc(S(=O)(=O)n2cnc3ccccc32)cc1	3	8	2	-3	11	-2	0	0.2	3
N#CC1(CCCN2CCCCC2)c2ccccc2CCc2ccccc21	15	14	1	-1	19	-16	-6	-1.0	9
CC(C)(C)c1cc(NC(=O)COC(=O)C2CC2)n(-c2ccccc2)n1	15	22	0	4	11	9	0	1.3	8
COc1cc(CSC)nc(-c2ccccc2)n1	8	-4	0	-2	11	-4	-2	0.3	19
O=C(CNC(=O)c1ccccc1)OCc1ccc([N+](=O)[O-])cc1	-19	-2	2	-1	-4	-16	0	0.7	4
Cc1n[nH]c(C)c1N1C(=O)c2cccc3c(N4CCCCCC4)ccc(c23)C1=O	11	19	-7	12	-1	10	-3	8.7	-43
C=CCNC(=O)c1ccc(C)c(Br)c1	-19	-48	-5	1	23	4	-2	-1.6	-4
COc1ccc(NC(=S)N2CCC(C(O)(c3ccccc3)c3ccccc3)CC2)cc1	4	22	-7	-1	15	29	0	0.3	20
Cc1cccc(C)c1NC(=O)CNC(=O)Cc1c[nH]c2ccccc12	9	17	-2	8	16	8	2	-1.2	6
CCc1c(C(=O)NCc2cnn(C)c2)csc1C	-10	2	0	-4	-1	1	-1	-0.6	3
COc1ccccc1CNC(=O)C1CCN(S(=O)(=O)N2CCCCC2)CC1	-2	6	0	3	10	3	2	0.1	1
COc1cccc(/C(O)=C2\C(=O)C(=O)N(c3ccccn3)C2c2cccc(OC)c2OC)c1 (stereo not drawn)	-16	17	1	1	-2	-1	-1	8.7	12
CCOCCn1c(N2CCN(c3ccc(OC)cc3)CC2)nc2c1c(=O)[nH]c(=O)n2C	14	13	-2	-3	11	-2	-1	1.4	16
CCCC(C(=O)NC(C)(C)C)N(Cc1ccccc1Cl)C(=O)c1snc(C(N)=O)c1N (stereo not drawn)	9	35	-2	3	18	30	-4	0.0	-7
Cc1cc(=O)[nH]c2c1c(C)nn2C1CCCCC1	-8	-10	0	3	19	-2	-2	0.2	-14
C/C(=N\NC(=O)Cc1csc(N2CCOCC2)n1)c1ccc(Cl)c(Cl)c1	39	41*	-1	-4	10	18	0	0.5	2

Nothing new here: an excerpt of the list.
SMILES	TIM10 inh	tim10-1 inh	GRIN3A LBD mod	APJ ag	NLRP3 yeast inh	tim23-1 inh	beta cell repl	MPTP block	APJ antag
COc1ccccc1CNS(=O)(=O)c1c(C(=O)N2CCCCC2)c(C)n(C)c1C	-1	8	-1	-2	15	-8	3	-0.1	21
COc1ccccc1CNC(=O)CCNS(=O)(=O)c1cccc2nonc12	6	-3	5	2	16	-5	-1	-1.6	13
COc1cccc(CN(C)Cc2nc3cc(C(F)(F)F)ccc3c(=O)[nH]2)c1	12	-11	-2	-4	-7	16	6	1.8	6
COCCNC(=O)c1cccc(OC2CCN(Cc3ccccc3OCCO)CC2)c1	-10	-3	0	-3	15	-11	2	-0.4	-9
COc1ccccc1C(=O)Nc1c(C(=O)N(CCN(C)C)Cc2ccco2)oc2ccccc12	33	-5	2	-1	27	18	-8	6.8	4
c1ccc(-n2c(-c3cccs3)nc3nc4ccccc4nc32)cc1	17	20	-6	2	-17	10	0	1.6	21
Cc1ccc(S(=O)(=O)n2cnc3ccccc32)cc1	3	8	2	-3	11	-2	0	0.2	3
N#CC1(CCCN2CCCCC2)c2ccccc2CCc2ccccc21	15	14	1	-1	19	-16	-6	-1.0	9
CC(C)(C)c1cc(NC(=O)COC(=O)C2CC2)n(-c2ccccc2)n1	15	22	0	4	11	9	0	1.3	8
COc1cc(CSC)nc(-c2ccccc2)n1	8	-4	0	-2	11	-4	-2	0.3	19
O=C(CNC(=O)c1ccccc1)OCc1ccc([N+](=O)[O-])cc1	-19	-2	2	-1	-4	-16	0	0.7	4
Cc1n[nH]c(C)c1N1C(=O)c2cccc3c(N4CCCCCC4)ccc(c23)C1=O	11	19	-7	12	-1	10	-3	8.7	-43

The listing continues.
SMILES	TIM10 inh	tim10-1 inh	GRIN3A LBD mod	APJ ag	NLRP3 yeast inh	tim23-1 inh	beta cell repl	MPTP block	APJ antag
COc1ccc(F)cc1C(=O)C1CCCN(Cc2cccn2-c2cccnc2)C1 (stereo not drawn)	-33	-22	-2	-3	-11	-14	-1	1.5	21
O=C(NCc1cccc(Cl)c1)C1=CC=CN2CCS(=O)(=O)N=C12	13	14	0	-5	3	16	-4	-0.3	1
COc1ccc(-c2csc(-c3cccs3)n2)cc1OC	21	38	-1	-3	5	25	3	0.1	-13
OCCSc1nc(N2CCOCC2)nc(N2CCOCC2)n1	-10	3	-2	-1	3	7	-2	-0.7	-3
CCCCn1c(N)c(N(CC(C)C)C(=O)c2cccc(OCc3ccccc3)c2)c(=O)[nH]c1=O	12	9	-3	-4	5	-5	-5	-0.4	0
C=CCn1c(O)c(C2=c3ccccc3=NC2=O)c2ccccc21	12	-146	-12	4	30	-2	-5	-0.7	27
COC(=O)CCN(C1CCCCC1)S(=O)(=O)c1ccc(S(=O)(=O)NC2CCCCC2)cc1	17	24	-3	0	6	32	-3	11	-9
O=[N+]([O-])c1cc(S(=O)(=O)NCCCN2CCOCC2)ccc1Cl	-16	7	3	0	24	4	-3	0.0	-12
CCC(CC)NCc1ccc(OC)cc1OC	-1	-4	1	1	5	15	2	-1.1	-24
O=C(/C=C/c1ccc(Cl)c(Cl)c1)n1cccn1	50*	61*	-3	-7	-3	59*	-5	0.1	9
CCc1ccccc1NC(=O)COc1ccc(N2CC(C(N)=O)CC2=O)cc1 (stereo not drawn)	3	-22	-1	-2	20	-5	-1	-1.7	5
COCCNC(=O)C(=O)N/N=C(\C)CC(=O)Nc1ccc(Cl)cc1Cl	16	26	-11	-4	-40	24	-6	0.4	11
Cc1ccc(C(CNC(=O)c2ccc(Br)o2)N2CCN(C)CC2)cc1 (stereo not drawn)	-1	-11	2	-4	3	-3	1	-2.5	19
